# Lipid droplet: modulators of hepatic lipid droplet formation. inhibition, % at 6.5 µM. AID 1656. 240,000 tested, 0.4% active. AML12 mouse hepatocytes, oleate lipid droplets, BODIPY imaging;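 active = lipid droplet intensity inhibited by at least 50%, with more than 500 cells counted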
#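 Assay system: AML12 mouse liver cells | Compound dosing: One dose, 6.5 µM compound | Read-out basis: Droplet intensity reduction, % inhibition | Measured by: Fluorescence imaging, 20x objective, two fields per well | Schedule: Overnight treatment with compound plus oleate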
# T cell modulator: T cell immune modulators affecting CD8 T cell-vesicle binding; 2C CD8+ T cell-vesicle binding, flow cytometry; stronger effect = lower value; calls only at 7 µM; 330,000 tested, 0.068% active; AID 2052;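 active = response, share of CD8 T cells binding vesicles, and their 90th percentile fluorescence all below set limits, cut at about 80% in these data, passing the limit was not always enough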
#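 Material: 2C TCR transgenic mouse naive CD8+ T cells, MACS-purified. Also added: QL9-charged Drosophila Ld/ICAM-1/B7-1 vesicles. Timing: binding 1.5 h at 37 °C. Measured by: high-throughput flow cytometry with anti-B7-1 and anti-CD8 staining. Read-out: percent CD8+ FL2 mean versus row control. Controls: Unloaded micro-vesicles (low), QL9 vesicles with 0.7% DMSO (high).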
# Lipid droplet cells 6.5 µM: second read-out of Lipid droplet, no call of its own (marks repeat the call); cell count; measured here: cell count, cytotoxicity flag;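 cells counted across two imaged fields per well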
# T cell modulator vesicle-bound %: further read-out of T cell modulator, marked with its call; double positive events, %; measured here: CD8+ vesicle-bound cell fraction;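 binding gate set so that unloaded-vesicle control wells show 10% double positive cells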
# * marks the source's active call; other numbers are inactive results; i = inactive; & = joins results of further samples. A portion of the library; rates above refer to the full screens.
nr	Structure	Lipid droplet	Lipid droplet cells 6.5 µM	T cell modulator	T cell modulator vesicle-bound %
1	O=C(CNCc1ccc(Cl)cc1)Nc1ccc(C(=O)N2CCCCCC2)cc1	3	839	i	12
2	O=C(O)c1ccc2c(c1)C(=O)N(c1cccc3ccccc13)C2=O	-3	830	i	26
3	CS(=O)(=O)N(Cc1ccccc1)c1ccc(C(=O)Nc2ccc(C(N)=O)cc2)cc1	-8	828	i	68
4	CN(CC(=O)Nc1ccccc1Br)C(=O)CNC(=O)c1ccc(Oc2ccccc2)cc1	10	907	i	28
5	Cc1ccc(N(C(=O)CNC(=O)c2ccco2)C(C(=O)NC2CCCCC2)c2cccnc2)cc1C (stereo unspecified)	-10	748	i	54
6	CN(CCOc1ccccc1)C(=O)C1CCC(=O)N(CCN2CCOCC2)C1 (stereo unspecified)	-10	657	i	27
7	Cn1c(-c2ccccc2)cc2ccccc21	20	897	i	8
8	O=c1ccc2cc3c(-c4ccccc4)coc3cc2o1	1	821	i	10
9	COC(=O)c1sccc1NC(=O)Nc1ccc(F)cc1	-16	659	i	65
10	C[C@H](C(=O)CC(=O)OC(C)(C)C)[C@H](O)c1ccccc1	3	815	i	11
11	CC1CCc2sc(C(=O)NNC(=S)NC3CC3)cc2C1 (stereo unspecified)	-52	640	i	0
12	COc1ccc2c(c1)c(=O)oc1cc(OCC(=O)NCC3CCC(C(=O)O)CC3)ccc12 (stereo unspecified)	-5	846	i	27
13	COc1ccc(OC(C)C(=O)NC2CCCCCC2)cc1 (stereo unspecified)	4	704	i	8
14	S=c1[nH]nc(-c2ccc(Br)cc2)n1-c1ccc(Br)cc1	-2	825	i	65
15	CCc1nonc1NC(=O)c1oc2ccc(Br)cc2c1C	7	785	i	10
16	Cc1nc2ccc(NC(=O)c3ccc([N+](=O)[O-])cc3)cc2[nH]1	13	780	i	42
17	O=C(NCCCN1CCCCC1)C1CCC(CNS(=O)(=O)c2cccc3nsnc23)CC1 (stereo unspecified)	-2	724	i	7
18	O=S(=O)(NC(=NC1CCCCC1)c1ccccc1)c1ccccc1	-30	804	i	69
19	COc1ccc(NC(=O)C2CCCN2c2nn3c(=O)cc(C)nc3s2)cc1 (stereo unspecified)	4	794	i	14
20	O=C(NCc1ccncc1)C(=O)NCC1OCCN1S(=O)(=O)c1ccc(F)cc1 (stereo unspecified)	-5	836	i	7

# Numbers 9 to 20 of the list above:
nr	Structure	Lipid droplet	Lipid droplet cells 6.5 µM	T cell modulator	T cell modulator vesicle-bound %
9	COC(=O)c1sccc1NC(=O)Nc1ccc(F)cc1	-16	659	i	65
10	C[C@H](C(=O)CC(=O)OC(C)(C)C)[C@H](O)c1ccccc1	3	815	i	11
11	CC1CCc2sc(C(=O)NNC(=S)NC3CC3)cc2C1 (stereo unspecified)	-52	640	i	0
12	COc1ccc2c(c1)c(=O)oc1cc(OCC(=O)NCC3CCC(C(=O)O)CC3)ccc12 (stereo unspecified)	-5	846	i	27
13	COc1ccc(OC(C)C(=O)NC2CCCCCC2)cc1 (stereo unspecified)	4	704	i	8
14	S=c1[nH]nc(-c2ccc(Br)cc2)n1-c1ccc(Br)cc1	-2	825	i	65
15	CCc1nonc1NC(=O)c1oc2ccc(Br)cc2c1C	7	785	i	10
16	Cc1nc2ccc(NC(=O)c3ccc([N+](=O)[O-])cc3)cc2[nH]1	13	780	i	42
17	O=C(NCCCN1CCCCC1)C1CCC(CNS(=O)(=O)c2cccc3nsnc23)CC1 (stereo unspecified)	-2	724	i	7
18	O=S(=O)(NC(=NC1CCCCC1)c1ccccc1)c1ccccc1	-30	804	i	69
19	COc1ccc(NC(=O)C2CCCN2c2nn3c(=O)cc(C)nc3s2)cc1 (stereo unspecified)	4	794	i	14
20	O=C(NCc1ccncc1)C(=O)NCC1OCCN1S(=O)(=O)c1ccc(F)cc1 (stereo unspecified)	-5	836	i	7

# Going on with the list.
nr	Structure	Lipid droplet	Lipid droplet cells 6.5 µM	T cell modulator	T cell modulator vesicle-bound %
21	O=C(O)C(CCCCNS(=O)(=O)c1ccc(F)cc1)NS(=O)(=O)c1ccc(F)cc1 (stereo unspecified)	-4&0	810&855	i	30
22	O=C(CCC(=O)N1CCOc2ccccc21)NCCCN1CCN(Cc2ccccc2)CC1	-4	766	i	31
23	COc1ccc(NC(=O)C/C(C)=N/NC(=O)C2CCCCC2)c([N+](=O)[O-])c1	-11	716	i	29
24	O=C(CSc1ccc(-c2ccc(Cl)cc2)nn1)NC1CCCC1	10	837	i	9
25	CC(C)c1nnc(NC(=O)CC23CC4CC(CC(C4)C2)C3)s1	5	792	i	28
26	CC(NC(=O)C12CC3CC(CC(C3)C1)C2)c1ccc(F)cc1 (stereo unspecified)	-1	883	i	17
27	Cn1ccnc1C(=O)c1cccc(Br)c1	-26	775	i	44
28	CCc1cc(=O)oc2c3c(cc(OCC(=O)NCc4ccncc4)c12)OC(C)(C)CC3	-2	826	i	48
29	COc1ccc(Cc2nnc(NC(=O)c3ccc(OC)c(OC)c3)s2)cc1	-11	745	i	50
30	O=C(Nc1ccccc1Cl)Nn1cnnc1	2	840	i	65
31	Cc1ccc(S(=O)(=O)Nc2c(NC3CCCCC3)c3ccccc3oc2=O)cc1	-64	645	i	22
32	CNC[C@H](CC1CCCCC1)NC[C@H](NCCC1CCCC1)[C@H](C)O	1	688	i	6
33	Cc1ccc(S(=O)(=O)N(C)CC(=O)Nc2cccnc2)cc1	-3	834	i	20
34	C=CCN(C(=O)CCC(=O)Nc1cc(C)on1)C(C(=O)NC(C)(C)CC)c1cccc(OC)c1OC (stereo unspecified)	-5	815	i	34
35	Cc1cc(=O)oc2cc(OCC(O)Cn3ccnc3)ccc12 (stereo unspecified)	0	825	i	57
36	CN1C(=O)C(O)(C2CCCCCC2=O)c2ccccc21 (stereo unspecified)	-1	813	i	34
37	COc1cccc(/C=C2\SC(=S)N(CCC(=O)N3CCCCC3CCO)C2=O)c1 (stereo unspecified)	-22	726	i	52
38	CCN(CC)Cc1c(C(=O)N/N=C/c2ccncc2)nnn1-c1nonc1N	10	869	i	45
39	CSc1ccccc1OCc1cc(C(=O)NCCn2ccnc2C)no1	7	842	i	26
40	N=C1/C(=C/c2ccc(OCc3ccccc3)cc2)C(=O)N=C2SC(CC(=O)N3CCOCC3)=NN12	-2	734	i	30
41	O=C(NCCNC(=O)c1ccccn1)c1ccc(-c2ccccc2)cc1	40	838	i	52
42	O=C(Nc1ccccc1C(F)(F)F)C1CCN(C(=O)Cc2ccccc2)CC1	-1	877	i	8
43	CCOc1ccccc1OCCCC(=O)NCCc1ccc(S(N)(=O)=O)cc1	-1	778	i	11
44	CC(=O)N1CCc2cc(Br)cc(S(=O)(=O)N3CCCCC3)c21	5	817	i	34
45	Cc1cc(CN(C)C(=O)c2cc(COc3ccc(C)c(C)c3)on2)n[nH]1	-7	697	i	61
46	O=C(NCc1cccnc1)Nc1ccc(Cl)c(Cl)c1	3	819	i	58
47	COc1cc(NC(=O)CN2C(=O)COc3ccc(S(=O)(=O)N4CCOCC4)cc32)cc(OC)c1	14	740	i	15
48	CN(C)C(CNc1ccc(S(C)(=O)=O)cc1[N+](=O)[O-])Cc1ccccc1 (stereo unspecified)	-16	660	i	18
49	CN1CCN(CC(O)Cn2c3ccccc3c3ccccc32)CC1 (stereo unspecified)	6	835	i	60
50	CC1CCN(C(=O)c2ccc(CS(=O)(=O)Cc3ccccc3)cc2)CC1	-8	839	i	63
51	Cc1ccc(C(=O)CCC(=O)Nc2ccccc2F)cc1	-3	831	i	56
52	COc1ccc(C(C)C)cc1S(=O)(=O)NCC1CCCO1 (stereo unspecified)	-7	787	i	60
53	CCCCNC(=O)c1cn(CC(C)C)c(=O)c2c1c1ccccc1n2C	-12	827	i	22
54	Cc1ccc2occ(/C=N/NC(=O)c3ccccc3Br)c(=O)c2c1	-6	868	i	9
55	COc1cc(C(=O)NCc2nnc(SCC(=O)c3ccccc3)o2)cc(OC)c1OC	13	724	i	30
56	CCc1ccc(S(=O)(=O)N2CCN(Cc3ccco3)CC2)cc1	5	821	i	18
57	CC1=C(C(=O)OC2CCC(C)CC2)C(c2ccc(O)c([N+](=O)[O-])c2)NC(=O)N1 (stereo unspecified)	-15	775	i	58
58	Cn1c(=O)n(C)c2cc(S(=O)(=O)N3CCCCC3)ccc21	2	824	i	12
59	O=C(NC1CCCC1)C(c1ccccn1)N(C(=O)c1csnn1)c1ccccc1F (stereo unspecified)	0	747	i	25
60	CCOC(=O)N1CCN(S(=O)(=O)N2CCCC(C(=O)NCCCN3CCCCC3)C2)CC1 (stereo unspecified)	-1	674	i	38
61	O=c1[nH]c(C2CCCN(S(=O)(=O)c3ccccc3)C2)nc2c1nnn2Cc1ccc2c(c1)OCCO2 (stereo unspecified)	-7	724	i	1
62	CCOc1ccc(C(=O)CCC(=O)NCC(=O)OCc2ccccc2)cc1OCC	93*	802*	i	37
63	CC(=O)N1c2ccc(S(=O)(=O)N3CCCC3)cc2CC1C(=O)NCc1ccccc1F (stereo unspecified)	-1	698	i	55
64	COC(=O)c1cccc(COC(=O)c2cc3ccccc3oc2=O)c1	-5	784	i	35
65	COc1ccccc1C(=O)N/C(=C/c1ccco1)C(=O)Nc1ccc(C(=O)O)cc1	-32	763	i	25
66	CCOC(=O)[C@@H]1[C@H]2COc3ccccc3[C@@H]2N2C(=O)N(c3ccc(F)cc3)C(=O)[C@@]12C	-6	804	i	27
67	Cc1ccc(C(=O)Nc2ccccc2C(=O)N2CCN(c3ccccc3)CC2)cc1	-24	795	i	13
68	COc1ccc(C(O)(C2CCCCC2)C(CN2CCCC2)c2ccccc2)cc1 (stereo unspecified)	9	835	i	18
69	N#C/C(=C\c1cccnc1)c1ccccn1	-5	811	i	47
70	O=C(NNC(=O)c1ccccc1[N+](=O)[O-])c1ccc(NS(=O)(=O)c2cccs2)cc1	-1	839	i	49
71	Cc1ccc(-c2nc(CS(=O)(=O)CC(=O)NC3CCC(C)CC3)c(C)o2)cc1 (stereo unspecified)	13	698	i	30
72	Cc1ccc(NC(=O)CN(C)C(=O)Nc2ccc(C)cc2)cc1	11	745	i	34
73	O=C(COc1ccccc1)Nc1cccc(-c2nn[nH]n2)c1	-18	653	i	13
74	CCN1/C(=C2/SC(=S)N(NC(C)=O)C2=O)Sc2ccccc21	-1	825	i	33
75	Cc1ccc(C(=O)Nc2ccccc2N2CCCCC2)cc1	2	734	i	45
76	CCOC(=O)C1=C(N)Oc2cc(O)ccc2C1c1cccc(Cl)c1 (stereo unspecified)	-8	830	i	32
77	C#Cc1ccc(CN2CCC(Oc3ccc(C(=O)NCc4ccccn4)cc3)CC2)cc1	1	801	i	17
78	Cc1[nH]c(C)c(S(=O)(=O)Nc2ccc(F)cc2Cl)c1C(=O)N1CCCC1	-1	778	i	5
79	Cc1cccn2c(=O)c3cc(S(=O)(=O)c4ccccc4)c(=N)n(Cc4ccc(F)cc4)c3nc12	-7	706	i	19
80	CCc1nnc(NC(=O)CCC(=O)N2CCN(Cc3ccc(C)cc3C)CC2)s1	4	749	i	27

# Look-ups from the results shown:
# Value of `N#C/C(=C\c1cccnc1)c1ccccn1` in Lipid droplet cells 6.5 µM: 811
# Value of `O=c1[nH]c(C2CCCN(S(=O)(=O)c3ccccc3)C2)nc2c1nnn2Cc1ccc2c(c1)OCCO2` (stereo unspecified) in Lipid droplet: -7

# (continued)
nr	Structure	Lipid droplet	Lipid droplet cells 6.5 µM	T cell modulator	T cell modulator vesicle-bound %
81	Cc1cccc(C)c1NC(=O)[C@@]1(CC(=O)O)CC(/C=C/c2ccccc2)=NO1	12	705	i	19
82	COc1cc(NC(=S)N2c3ccccc3CC2C)cc(OC)c1 (stereo unspecified)	-1	822	i	70
83	CCCc1nn2c(=O)cc(CSCC(=O)Nc3nnc(C(C)C)s3)nc2s1	5	693	i	26
84	O=C(Nn1cnnc1)c1cc(Cl)ccc1Cl	2	822	i	47
85	CCC(=O)Nc1sc2c(c1C(N)=O)CCN(Cc1ccccc1)C2	4	706	i	20
86	Cc1cc(Br)ccc1N=C1NC(=O)CS1	2	869	i	38
87	Cn1cc(CN2CCCCC2C(=O)Nc2ccc(-n3cccn3)cc2)cn1 (stereo unspecified)	2	911	i	67
88	CN(C)C1=NCCN1CCC1CCCC1	0	814	i	30
89	CCOc1ccccc1C(=S)NC1CCCCC1	-8	762	i	67
90	NC(=O)C1CCN(C(=O)c2cccc3ccccc23)CC1	-8	771	i	53
91	Cc1ccccc1NC(=O)c1ccc2c(O)c(S(=O)(=O)c3ccccc3)c(=O)[nH]c2c1	2	744	i	6
92	O=C(NCCc1ccc(Cl)cc1)C1CCC(=O)N(C2CCCCCC2)C1 (stereo unspecified)	-16	707	i	33
93	C=CCN(c1nc(C)cc(OC)n1)S(=O)(=O)c1ccc(C)cc1	-31	814	i	46
94	COc1ccc(C(=O)NCCc2nnc3ccc(SCC(=O)NCc4ccc(F)cc4)nn23)cc1	-13	640	i	7
95	O=C(NCCC1=CCCCC1)c1ccc(Cl)c(S(=O)(=O)N2CCCCC2)c1	-1	803	i	20

# Source: PubChem BioAssay
